BLM helicase inh: inhibitors of human Bloom syndrome helicase BLM | 0.2% of 350,000 active | Potency, µM (top dose mostly 56.1 µM), for the others: at the top dose activity change, negative = inhibition, hits mostly inhibitors | recombinant BLM DNA unwinding, fluorescence dequenching | P54132;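 note: potency is the fitted concentration of half-maximal effect; plate controls were vehicle for no effect and no enzyme for full effect; nearly all actives have a fitted effect of over 35% in size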
GRP78 ERSR act: induces the endoplasmic reticulum stress response in human glioma cells. U87-MG GRP78 promoter luciferase reporter, 16 h. Potency, µM, without a hit: at the highest dose activation, most hits filed as activators. 0.02% of 420,000 active; note: potency is the fitted concentration of half-maximal effect; series mostly up to about 76 µM; % of control where 0% means no effect; nearly all actives have a fitted effect of over 35% in size
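ERSR induction read as luciferase luminescence (Bright-Glo, 10 min at room temperature) in stably transfected human U87-MG glioma cells exposed to compounds for 16 h, using GRP78 as sensor.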
POLI inh: DNA polymerase iota (human) inhibition. Q9UNA4. Pol iota fluorescent replication assay, 10 min. Potency, µM (series often up to 115 µM), without a hit: top-dose activity, negative = inhibition, usual class: inhibitors. 1% of 390,000 active. AID 588590; note: potency is the fitted concentration of half-maximal effect
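Pol iota at 10 nM preincubated 15 min with compounds at room temperature; reaction started with fluorescent substrate, 50 nM final. Fluorescence read kinetically at 0 and 10 min; buffer-only wells as negative control.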
APEX1 inh: blocks human APE1 abasic DNA cleavage. Potency, µM (top dose mostly 65.8 µM), for the others: at the highest dose activity change, negative = inhibition, most hits filed as inhibitors. recombinant APE1, TAMRA/BHQ-2 abasic DNA cleavage fluorescence. 0.35% of 350,000 active. AID 2517. P27695;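 note: potency is the fitted concentration of half-maximal effect; plate controls were vehicle for no effect and reference inhibitor for full effect; nearly all actives have a fitted effect of over 55% in size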
Target sequence (P27695 whole entry, looked up): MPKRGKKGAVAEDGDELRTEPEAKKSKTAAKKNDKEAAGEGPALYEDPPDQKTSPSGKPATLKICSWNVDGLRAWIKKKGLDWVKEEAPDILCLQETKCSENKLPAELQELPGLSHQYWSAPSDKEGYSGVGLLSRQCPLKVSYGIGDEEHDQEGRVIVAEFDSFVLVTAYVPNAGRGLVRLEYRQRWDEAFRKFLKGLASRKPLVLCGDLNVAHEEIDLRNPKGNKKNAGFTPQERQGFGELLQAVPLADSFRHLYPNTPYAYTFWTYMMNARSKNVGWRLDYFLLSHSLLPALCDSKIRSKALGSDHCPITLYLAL
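Incision of a quenched TAMRA/BHQ-2 THF abasic-site duplex (50 nM) by 0.75 nM APE1, after 15 min compound preincubation, measured as fluorescence increase over three 60 s reads. Values normalized to buffer, DMSO and NSC13755 control wells.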
LDHA inh: inhibitors of human lactate dehydrogenase A; activity change, % (values are at about 110 or 230 µM); 0.15% of 480,000 active; purified LDHA, NADH/diaphorase-resazurin fluorescence; stronger effect = lower value; P00338; in the data active = activity change below about -30%; inconclusive = mostly about -25% to -30%;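 note: plate controls were DMSO wells for no effect and wells without enzyme for full effect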
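Resorufin fluorescence (ex540/em590), read at 0 and 20 min after diaphorase/resazurin addition, reports the NADH left after a 5 min room-temperature reaction of 2 nM human LDH5 with 0.06 mM NADH and 0.2 mM pyruvate.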
POLB inh: inhibitors of human DNA polymerase beta. Pol beta primer extension/strand displacement, fluorescence kinetic. 1.3% of 340,000 active. AID 485314. P06746. Potency, µM (series often up to 114 µM), without a hit: top-dose activity change, negative = inhibition, hits mostly inhibitors; note: potency is the fitted concentration of half-maximal effect; % is set by controls: 0 for no effect and ±100 for the full control effect
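Human Pol beta at 10 nM; strand-displacement substrate 50 nM final. Compound exposure 15 min at room temperature before start, reaction 10 min at room temperature.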
Pol eta inh: blocks human DNA polymerase eta activity; recombinant Pol eta, fluorescent DNA replication assay; Potency, µM (doses to about 114 µM), inactives show top-dose activity change, negative = inhibition, usual class: inhibitors; 1.2% of 390,000 active; note: potency is the fitted concentration of half-maximal effect; % is set by controls: 0 for no effect and ±100 for the full control effect
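Pol eta (10 nM) was preincubated with compounds for 15 min at room temperature, after which fluorescent replication substrate (50 nM final) was added to start the reaction. Fluorescence was read kinetically at 0 and 10 min.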
Pol kappa inh: inhibitors of human DNA polymerase kappa. 0.53% of 400,000 active. Q9UBT6. Potency, µM (top dose mostly 107 µM), for the others: at the highest dose activity, negative = inhibition, most hits filed as inhibitors. purified Pol kappa, fluorescent DNA synthesis assay, 10 min; note: potency is the fitted concentration of half-maximal effect; % is set by controls: 0 for no effect and ±100 for the full control effect
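Fluorescent qHTS in 1536-well format: enzyme (10 nM) and compound sat 15 min at room temperature before 50 nM substrate (final) was added. Signal taken at 0 and 10 min; no-enzyme buffer wells were negative controls.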
Anesthetic bind: binds horse apoferritin like a general anesthetic; apoferritin/1-aminoanthracene competitive binding, fluorescence; Potency, µM (doses to about 77.5 µM), for inactives: at the highest dose activity change, negative = displacement, hits mostly inhibitors; 0.074% of 350,000 active; note: potency is the fitted concentration of half-maximal effect; % is set by controls: 0 for no effect and ±100 for the full control effect; nearly all actives have a fitted effect of over 20% in size
Target sequence (P02791 2-175 limits assumed): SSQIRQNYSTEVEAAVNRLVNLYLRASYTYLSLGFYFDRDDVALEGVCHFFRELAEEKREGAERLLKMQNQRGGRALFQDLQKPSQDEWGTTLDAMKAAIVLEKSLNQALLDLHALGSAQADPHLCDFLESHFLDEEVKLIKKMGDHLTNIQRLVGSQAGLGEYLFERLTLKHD
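Concentration-response curves derived by four-parameter Hill fitting of normalized fluorescence, where compounds displaced 1-AMA from 10 uM horse apoferritin following a brief 10 min room-temperature incubation; propofol titration acted as positive control.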
An asterisk follows results filed as active; & = joins results of further samples; [ ] = remark or other dose. Unless noted, calls come from the whole dose curve; as a rule, active = well fitted curve in the direction sought with a large enough effect; inconclusive = small, poorly fitted or top-dose-only effect, or another doubt; inactive = no such curve, though single readings can be large; an effect the other way counts as inactive or inconclusive. A portion of the library; the hit share may differ from the screen's.

`O=C(c1ccc(F)cc1)N1C2CCC1CC(O)(c1ccc(F)cc1)C2` (stereo unspecified) gave BLM helicase inh -3%, GRP78 ERSR act -3%, POLI inh 3%, APEX1 inh 15%, LDHA inh 0, POLB inh inconclusive, Pol eta inh 3%, Pol kappa inh -12% and Anesthetic bind -6%.
For C/C(=N\NC(=O)c1cccc(C)c1)c1cccc(NC(=O)c2ccco2)c1 the results were BLM helicase inh -1%, GRP78 ERSR act 3%, POLI inh 23%, APEX1 inh 8%, LDHA inh 0, POLB inh 18%, Pol eta inh -8%, Pol kappa inh 2% and Anesthetic bind -13%.
Screening CCCCC(=O)Nc1ccccc1C(=O)OCc1cc(=O)n2nc(C3CCCCC3)sc2n1 returned BLM helicase inh 0%, GRP78 ERSR act -2%, POLI inh 22%, LDHA inh 1, POLB inh 0%, Pol eta inh -10%, Pol kappa inh -14%[60.1 µM] and Anesthetic bind -4%.
`Cc1ccc(C2CC(C(F)(F)F)n3nc(C(=O)NCCN4CCOCC4)cc3N2)cc1` (stereo unspecified) gave BLM helicase inh 0%, GRP78 ERSR act -5%, POLI inh 10%, APEX1 inh 7%, LDHA inh 4, POLB inh 0%, Pol eta inh -7%, Pol kappa inh 4% and Anesthetic bind -11%.
For CC1CC(C)CN(CCOCCSc2ccc(Cl)cc2)C1 (stereo unspecified) the results were BLM helicase inh -6%, GRP78 ERSR act -1%, POLI inh inconclusive, APEX1 inh -5%, LDHA inh -13, POLB inh 19%, Pol eta inh -13%, Pol kappa inh -18% and Anesthetic bind -8%.
For CCOc1ccc(-n2nc3c(=O)[nH]nc(C)c3c2C)cc1 the results were BLM helicase inh 0%, GRP78 ERSR act -6%, POLI inh 93%[activator], APEX1 inh 5%, LDHA inh -6, POLB inh 3%, Pol eta inh -19%, Pol kappa inh -9% and Anesthetic bind 3%.
For Cc1cnnn1-c1cccc([N+](=O)[O-])c1 the results were BLM helicase inh -2%, GRP78 ERSR act -1%, POLI inh 12%, APEX1 inh -1%, LDHA inh -7, POLB inh 11%, Pol eta inh -17%, Pol kappa inh 5% and Anesthetic bind -5%.
O=C(Nc1cccc(F)c1)NC1(C(=O)N2CCN3CCCC3C2)CCCCC1 (stereo unspecified) was read as BLM helicase inh 3%, GRP78 ERSR act 2%, POLI inh 3%, APEX1 inh 13%, LDHA inh 0, POLB inh 37%, Pol eta inh -3%, Pol kappa inh -14% and Anesthetic bind 7%.
`COc1ccc2c(c1)C(C)=CC(C)(C)N2C(=O)Nc1ccccc1` gave BLM helicase inh 1%, GRP78 ERSR act 3%, POLI inh 8%, APEX1 inh -10%, LDHA inh 19, POLB inh 5%, Pol eta inh 6%, Pol kappa inh -1% and Anesthetic bind 2%.
For Cc1cc2oc(=O)cc(CN(C)Cc3ccc(OC(F)F)cc3)c2cc1Cl the results were BLM helicase inh -2%, GRP78 ERSR act -1%, POLI inh 20%, APEX1 inh 33%, LDHA inh 2, POLB inh 4%, Pol eta inh -21%, Pol kappa inh 6% and Anesthetic bind -16%.
COc1cccc(-n2ccnc2SCC(=O)N2CCc3ccccc32)c1 was read as BLM helicase inh -2%, GRP78 ERSR act -1%, POLI inh 3%, APEX1 inh 0%, LDHA inh -8, POLB inh 4%, Pol eta inh -6%, Pol kappa inh -12% and Anesthetic bind -9%.
NC(=O)COc1cccc2cccnc12 was read as BLM helicase inh 2%, GRP78 ERSR act -4%, POLI inh 23%, APEX1 inh 2%, LDHA inh -3, POLB inh 21%, Pol eta inh -20%, Pol kappa inh 7% and Anesthetic bind -8%.

Next section; the last 6 above are carried over.
For Cc1cnnn1-c1cccc([N+](=O)[O-])c1 the results were BLM helicase inh -2%, GRP78 ERSR act -1%, POLI inh 12%, APEX1 inh -1%, LDHA inh -7, POLB inh 11%, Pol eta inh -17%, Pol kappa inh 5% and Anesthetic bind -5%.
O=C(Nc1cccc(F)c1)NC1(C(=O)N2CCN3CCCC3C2)CCCCC1 (stereo unspecified) was read as BLM helicase inh 3%, GRP78 ERSR act 2%, POLI inh 3%, APEX1 inh 13%, LDHA inh 0, POLB inh 37%, Pol eta inh -3%, Pol kappa inh -14% and Anesthetic bind 7%.
`COc1ccc2c(c1)C(C)=CC(C)(C)N2C(=O)Nc1ccccc1` gave BLM helicase inh 1%, GRP78 ERSR act 3%, POLI inh 8%, APEX1 inh -10%, LDHA inh 19, POLB inh 5%, Pol eta inh 6%, Pol kappa inh -1% and Anesthetic bind 2%.
For Cc1cc2oc(=O)cc(CN(C)Cc3ccc(OC(F)F)cc3)c2cc1Cl the results were BLM helicase inh -2%, GRP78 ERSR act -1%, POLI inh 20%, APEX1 inh 33%, LDHA inh 2, POLB inh 4%, Pol eta inh -21%, Pol kappa inh 6% and Anesthetic bind -16%.
COc1cccc(-n2ccnc2SCC(=O)N2CCc3ccccc32)c1 was read as BLM helicase inh -2%, GRP78 ERSR act -1%, POLI inh 3%, APEX1 inh 0%, LDHA inh -8, POLB inh 4%, Pol eta inh -6%, Pol kappa inh -12% and Anesthetic bind -9%.
NC(=O)COc1cccc2cccnc12 was read as BLM helicase inh 2%, GRP78 ERSR act -4%, POLI inh 23%, APEX1 inh 2%, LDHA inh -3, POLB inh 21%, Pol eta inh -20%, Pol kappa inh 7% and Anesthetic bind -8%.
Screening COc1ccc(NC(=O)CSc2ccc3nnc(-c4ccccn4)n3n2)c(OC)c1 returned BLM helicase inh 2%, GRP78 ERSR act -4%, POLI inh 22%, APEX1 inh 28%, LDHA inh -3, POLB inh 1%, Pol eta inh -12%, Pol kappa inh -5% and Anesthetic bind -3%.
For Cc1ccccc1OCCSCc1nc2ccccc2[nH]1 the results were BLM helicase inh -1%, GRP78 ERSR act -5%, POLI inh -6%, APEX1 inh 3%, LDHA inh -8, POLB inh 3%, Pol eta inh -12%, Pol kappa inh -10% and Anesthetic bind 1%.
`CC(=O)c1cc(-c2ccc(F)cc2)n(CCC(=O)NC2CCCCC2)c1C` gave BLM helicase inh 1%, GRP78 ERSR act -2%, POLI inh -2%, LDHA inh -10, POLB inh -14%, Pol eta inh -6%, Pol kappa inh -16%[60.1 µM] and Anesthetic bind -10%.
For O=C(Oc1ccc(-c2nnco2)cc1)N1CCCCC1 the results were BLM helicase inh 1%, GRP78 ERSR act 9%, POLI inh 6%, APEX1 inh 1%, LDHA inh -1, POLB inh 4%, Pol eta inh -12%, Pol kappa inh -5% and Anesthetic bind 1%.
For Cc1cc(NC(=O)CCN2CCN(Cc3ccccc3)CC2)ccc1Br the results were BLM helicase inh 4%, GRP78 ERSR act -8%, POLI inh 135%[activator], APEX1 inh 41%, LDHA inh -2&-6, POLB inh 8%, Pol eta inh -26%, Pol kappa inh 0% and Anesthetic bind 0%.
O=C(N=Nc1c(O)[nH]c2ccccc12)c1cccc(S(=O)(=O)N2CCCCC2)c1 was read as BLM helicase inh -12%, GRP78 ERSR act 2%, POLI inh -16%, APEX1 inh 7%, LDHA inh -6, POLB inh 9%, Pol eta inh -2%, Pol kappa inh -17% and Anesthetic bind -1%.
Screening CCCN(C(=O)Cc1csc(-c2ccccc2)n1)C1CCS(=O)(=O)C1 (stereo unspecified) returned GRP78 ERSR act -3%, POLI inh -19%, APEX1 inh 4%, LDHA inh -6, Pol eta inh -9% and Pol kappa inh -21%.
For Cc1cc(OCC(=O)Nc2ccc(CN3CCOCC3)cc2)ccc1Cl the results were BLM helicase inh 3%, GRP78 ERSR act 0%, POLI inh 0%, APEX1 inh 5%, LDHA inh -9, POLB inh inconclusive, Pol eta inh -14%, Pol kappa inh -20% and Anesthetic bind inconclusive.
For COc1ccc(C2/C(=C(/O)c3ccccc3)C(=O)C(=O)N2CO)cc1 (stereo unspecified) the results were BLM helicase inh -1%, GRP78 ERSR act 3%, POLI inh 5%, APEX1 inh -6%, LDHA inh -5, POLB inh 17%, Pol eta inh -9%, Pol kappa inh -14% and Anesthetic bind -14%.
CC(C)(C)OC(=O)N/N=C/c1ccc(C(=O)O)cc1 was read as BLM helicase inh 4%, GRP78 ERSR act -2%, POLI inh -9%, APEX1 inh 22%, LDHA inh 2, POLB inh 11%, Pol eta inh -12%, Pol kappa inh -8% and Anesthetic bind 3%.
CC1CN(S(=O)(=O)c2cccc(C(=O)N3CCC(C(N)=O)CC3)c2)CC(C)O1 (stereo unspecified) was read as GRP78 ERSR act -6%, POLI inh 64%[activator], APEX1 inh -8%, LDHA inh -1, Pol eta inh -11% and Pol kappa inh -8%.

Source: PubChem (National Center for Advancing Translational Sciences (NCATS))
